# L3MBTL1 inh: qHTS Assay for the Inhibitors of L3MBTL1; AID 485360, 2010; AlphaScreen L3MBTL1–H3K9me1 peptide binding; 0.66% of 230,000 active; Lethal(3)malignant brain tumor-like protein 1 (Homo sapiens), Q9Y468; Potency, µM (doses to about 57.1 µM), for the others: top-dose activity, negative = inhibition, usual class: inhibitors; also: potency is read from the fitted curve at half-maximal effect; % is scaled to controls: 0 for no effect and ±100 for the full control effect; nearly all actives have a fitted effect of over 60% in size
# Target sequence (Q9Y468 whole entry, looked up): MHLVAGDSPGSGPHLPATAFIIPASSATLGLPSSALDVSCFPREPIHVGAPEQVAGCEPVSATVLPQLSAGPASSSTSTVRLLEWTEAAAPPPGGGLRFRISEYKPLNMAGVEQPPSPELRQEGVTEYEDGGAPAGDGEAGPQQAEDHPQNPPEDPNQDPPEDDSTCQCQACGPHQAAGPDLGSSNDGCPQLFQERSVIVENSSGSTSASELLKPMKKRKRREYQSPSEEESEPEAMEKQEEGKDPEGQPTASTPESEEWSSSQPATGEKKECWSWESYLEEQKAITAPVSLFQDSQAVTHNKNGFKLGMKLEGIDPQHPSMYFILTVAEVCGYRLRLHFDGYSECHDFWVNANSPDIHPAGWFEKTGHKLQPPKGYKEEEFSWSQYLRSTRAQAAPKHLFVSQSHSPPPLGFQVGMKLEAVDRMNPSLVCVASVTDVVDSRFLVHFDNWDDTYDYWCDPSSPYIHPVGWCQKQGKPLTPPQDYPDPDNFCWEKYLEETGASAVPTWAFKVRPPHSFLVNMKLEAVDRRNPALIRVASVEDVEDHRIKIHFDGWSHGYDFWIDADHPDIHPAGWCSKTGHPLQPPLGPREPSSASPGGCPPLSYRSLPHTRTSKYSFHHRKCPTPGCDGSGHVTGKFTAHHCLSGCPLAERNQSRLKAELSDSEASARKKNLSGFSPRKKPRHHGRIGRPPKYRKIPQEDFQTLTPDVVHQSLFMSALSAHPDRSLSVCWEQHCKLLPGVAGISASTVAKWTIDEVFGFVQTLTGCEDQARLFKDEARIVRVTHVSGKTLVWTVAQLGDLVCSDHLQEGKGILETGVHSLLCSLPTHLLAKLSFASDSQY
#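 L3MBTL1 50 nM + b-AHA-H3(1-15)K9me1 75 nM, 30 min RT; compound added, 30 min RT; streptavidin donor/Ni-chelate acceptor beads 10 ug/mL each final, 30 min RT dark; AlphaScreen read.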
# KinaseGlo FLuc: Counterscreen for Luciferase (Kinase-Glo TM) Inhibition. Kinase-Glo luciferase, ATP luminescence, 8 min. Potency, µM (top dose mostly 38.3 µM), without a hit: at the highest dose activity change, negative = inhibition, usual class: inhibitors. 0.28% of 200,000 active; also: potency is read from the fitted curve at half-maximal effect; % is scaled to controls: 0 for no effect and ±100 for the full control effect; nearly all actives have a fitted effect of over 60% in size
#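 Luminescence was the read-out, taken after 8-minute incubation at ambient temperature. Luciferase turned over luciferin with 10 uM ATP in imidazole pH 7.2 buffer containing KCl, MgCl2, Tween 20 and BSA.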
# CBFb-RUNX1 inh: qHTS Assay for Compounds Blocking the Interaction Between CBF-beta and RUNX1 for the Treatment of Acute Myeloid Leukemia; Runt-related transcription factor 1 (Homo sapiens) + Core-binding factor subunit beta …; AlphaScreen CBFb-His/RUNX1-biotin binding, biochemical; Potency, µM (highest dose often 59.8 µM), inactives show at the highest dose activity, negative = inhibition, hits mostly inhibitors; 230,000 tested, under 10 active; AID 1477, 2009; also: % of control where 0% means no effect
#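 Read-out: AlphaScreen. Format: His-CBF-beta with biotinylated RUNX1 (30 nM each) preincubated 20 min, compound 15 min, Ni-chelate plus streptavidin beads 90 min; room temperature throughout.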
# Epigenetic derep: Quantitative High-Throughput Screen for Regulators of Epigenetic Control; murine LDR cells, GFP reporter derepression, 30 h; Potency, µM (doses to about 53.9 µM), inactives show at the top dose GFP activation, actives largely listed as activators; 0.2% of 280,000 active; AID 1865, 2009; also: potency is read from the fitted curve at half-maximal effect; % of control where 0% means no effect; nearly all actives have a fitted effect of over 60% in size
#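 Derepression of a silenced CMV-GFP reporter in murine LDR cells is scored by enumerating GFP-positive cells with a laser-scanning microplate cytometer after 30 hours of treatment at 37 C.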
# NPSR antag: qHTS Assay for Antagonists of the Neuropeptide S Receptor: cAMP Signal Transduction. 1% of 220,000 active. CHO-NPSR cells, cAMP TR-FRET, antagonist mode. Potency, µM (doses to about 38.3 µM), for inactives: top-dose activity change, negative = inhibition, usual class: inhibitors. Q6W5P4; also: potency is read from the fitted curve at half-maximal effect; % is scaled to controls: 0 for no effect and ±100 for the full control effect; nearly all actives have a fitted effect of over 50% in size; many of its hits are not listed in these tables
# HttQ103 aggreg: qHTS Multiplex Assay to Identify Dual Action Probes in a Cell Model of Huntington: Aggregate Formation (GFP). PC12 HttQ103-GFP aggregates, Acumen cytometry, 40 h. Potency, µM (top dose mostly 46.1 µM), inactives show at the top dose activity change, negative = inhibition, hits mostly inhibitors. 1.1% of 220,000 active; also: potency is read from the fitted curve at half-maximal effect; % is scaled to controls: 0 for no effect and ±100 for the full control effect; nearly all actives have a fitted effect of over 60% in size
#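 Huntingtin Q103 exon 1–GFP aggregates in induced PC12 cells (100 nM tebufenozide) were quantified by cytometry from lysates, with compounds dosed in titration.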
# IMPase Li inh: qHTS Assay for Identifying the Cell-Membrane Permeable IMPase Inhibitors: Potentiation with Lithium; Potency, µM (highest dose often 59.4 µM), inactives show at the highest dose activity, negative = IMPase inhibition, most hits filed as inhibitors; AID 1457, 2008; CHO-M1 cells, IP1 TR-FRET (IP-One), carbachol + lithium; 0.35% of 210,000 active;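 also: IP1 builds up when IMPase is blocked and the TR-FRET signal falls; potency is read from the fitted curve at half-maximal effect; plate controls were basal vehicle for no effect and high inhibitor control for full effect; nearly all actives have a fitted effect of over 50% in size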
#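 Concentration–response in CHO-M1 cells, lithium-potentiated; 30 min at 37C. IP1 detected by competitive TR-FRET after 10 min lysis at RT. Hill-fitted AC50.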
# Numbers without * were called inactive; ? = inconclusive; . = no result given; [ ] = another dose, or the depositor's remark. Calls follow the shape of the dose curve; as a rule, active = well fitted curve in the direction sought with a large enough effect; inconclusive = small, poorly fitted or top-dose-only effect, or another doubt; inactive = no such curve, though single readings can be large; an effect the other way counts as inactive or inconclusive.
SMILES	L3MBTL1 inh	KinaseGlo FLuc	CBFb-RUNX1 inh	Epigenetic derep	NPSR antag	HttQ103 aggreg	IMPase Li inh
Cc1[nH]c2ccc(F)cc2c(=O)c1SC(F)(F)C(F)F	2%	-7%	-5%	-1.1%	3%[46.1 µM]	-5%	-24%[38.3 µM]
Cc1cc[n+]2c3c(cccc13)CCC2	.	-1%	-4%	-2.6%	-11%[46.1 µM]	?	37%[38.3 µM]
COc1cc(C)c(Br)cc1S(=O)(=O)NCCCN1CCOCC1	15%	-1%	5%	5.2%	-17%	-13%[9.22 µM]	-1%
Cc1cc(C)n2nc(SCC(=O)c3cc(C)n(CC4CCCO4)c3C)nc2n1 (configuration not stated)	11%	2%	-3%	-3.2%	18%	?	-1%
Cc1cc(-c2cccc(Br)c2)c(C#N)c(N)n1	.	1%	-7%	-0.6%	1%	-17%	?
Cn1cc(C(=O)NCc2ccccc2F)cn1	9%	-2%	-4%	0.9%	9%	-14%	8%
C=C1CCC(O)C/C1=C/C=C1\CCC[C@@]2(C)C(C(C)/C=C/C(C)C(C)C)CC[C@@H]12 (some centres not stated)	.	-2%	6%	1.3%	.	.	-2%
CNc1oc(-c2ccccc2)nc1C#N	.	2%	-10%	1.4%	3%[46.1 µM]	-7%	?
Cc1cccc(S(=O)(=O)Nc2ccc3c(c2)OCCO3)c1	2%	.	1%	-0.6%	13%	-9%	.
Clc1ccc(OCCSc2nnnn2C2CCCCC2)cc1	.	-6%	20%	0.3%	-16%[46.1 µM]	-17%	32%[activator][38.3 µM]
CC(=O)OCC1OC(n2c(Br)nc3c(=O)[nH]c(N)nc32)C(OC(C)=O)C1OC(C)=O (configuration not stated)	.	-3%	.	1.6%	.	.	-7%
Cc1ccc(NC(=S)NC(=O)/C=C/c2ccco2)c(O)c1	-10%	-1%	?	-3.8%	-2%	23%[9.22 µM]	7%
CCn1c(N)c(C(=O)NCc2ccco2)sc1=S	-28%	3%	7%	2.3%	-2%[46.1 µM]	7%	19%[38.3 µM]
COc1ccc(NC(=O)Cc2nnc(SCC(=O)Nc3cc(C)ccc3OC)n2C)cc1	.	-1%	-6%	-2.7%	-22%[46.1 µM]	18%	-13%[38.3 µM]
O=C(NCCCn1ccnc1)/C(=C/c1ccco1)NC(=O)c1cccs1	.	15%	-30%	0.5%	13%	8%	-5%
CCN(C(=O)COC(=O)/C=C/c1ccc(O)c(OC)c1)C1CCS(=O)(=O)C1 (configuration not stated)	-10%	4%	-1%	0.0%	14%	-12%	-3%
Cn1cccc1Cc1nnc(SCC(=O)Nc2ccc3c(c2)OCO3)n1-c1ccc(F)cc1	?	4%	-20%	-1.0%	-15%	18%	0%
Cc1cc(C)nc(SCCS(=O)Cc2ccc(Cl)cc2)n1 (configuration not stated)	9%	3%	8%	0.5%	-27%[46.1 µM]	5%	-14%
CCOC(=O)c1ccc(NC(=S)Nc2ccccn2)cc1	-3%	0%	-2%	-4.6%	-8%[46.1 µM]	?	11%
COc1ccc(/C=C(/NC(=O)c2ccc([N+](=O)[O-])cc2)C(=O)NC(C)(C)C)cc1	.	.	-1%	-1.3%	50%	10%	-3%
O=C(O)CCCC(=O)N(Cc1ccccc1)Cc1ccccc1	-4%	12%	-5%	-4.0%	-6%[46.1 µM]	-11%	17%[38.3 µM]
COc1ccc(Cl)cc1NC(=O)C(=O)NC1CCCCCC1	.	15%	-2%	1.8%	-22%[46.1 µM]	13%	8%[38.3 µM]
CCOC(=O)N1CCN(C(=O)C2CCCN(S(=O)(=O)c3ccc(F)cc3)C2)CC1 (configuration not stated)	-4%[11.4 µM]	3%	8%	1.1%	6%	-19%	-5%
CC(C)(C)c1ccc(OCC(=O)N2CCN(C=O)CC2)cc1	-4%	0%	12%	2.4%	-6%[46.1 µM]	7%	14%[38.3 µM]
Cc1ccc(-c2noc(CCC(=O)Nc3ccccc3N3CCN(C)CC3)n2)cc1	-3%	-1%	0%	-0.1%	18%[46.1 µM]	7%	19%[38.3 µM]
CCc1nccn1S(=O)(=O)c1ccc(Br)cc1Br	6%	-2%	8%	-0.7%	-4%[46.1 µM]	-12%	4%[38.3 µM]
CC(C)c1cc(C(=O)O)n[nH]1	.	-2%	6%	0.0%	2%[46.1 µM]	15%	16%[38.3 µM]
Cc1nnsc1SCC(=O)O	5%	0%	5%	-1.1%	4%[46.1 µM]	9%	-7%[38.3 µM]
CCOc1ccc(-c2nc(-c3ccccc3C)no2)cc1	11%	?	5%	-0.8%	-13%[46.1 µM]	-23%	15%[38.3 µM]
Cc1cccc(N2C(=O)CCC2=O)c1	?	1%	-4%	-0.8%	4%[46.1 µM]	0%	-1%
COCCNC(=S)N1CCCC(CO)C1 (configuration not stated)	-5%	1%	5%	1.3%	14%	25%	-9%
NNC(=O)c1ccc(COc2ccccc2)cc1	-7%	-2%	2%	0.0%	20%	-13%	-1%
N#Cc1ccccc1NC(=O)c1ccc(-c2ccccc2Cl)o1	?	1%	15%	-1.0%	-24%[46.1 µM]	?	?
O=C1N(Cc2cccnc2)C[C@@H]2C[C@@H](c3ccc(-c4ccccc4)cc3)N3CCC[C@@]123	-18%	-9%	-1%	-5.9%	2%	0%[9.22 µM]	20%
O=C(Nc1ccc(F)cc1)N1CCN2C(=O)c3ccccc3C12c1ccccc1 (configuration not stated)	.	15%	-3%	-1.5%	-13%[46.1 µM]	-3%	-2%[38.3 µM]
Cc1ccc(C)c(-n2ccnc2SCC(N)=O)c1	2%	-1%	-1%	4.4%	13%	9%	7%
COc1ccc(S(=O)(=O)N2CCOCC2)cc1NC(=O)CSc1ncnc2ccccc12	-6%	4%	-17%	-0.2%	-12%	0%	19%
O=C(Nc1nc(-c2ccccc2)cs1)c1ccc(N2CCOCC2)c([N+](=O)[O-])c1	-20%	4%	?	-1.0%	-40%	-19%	22%
COc1cc(CCCN2C(=O)C(=O)NC[C@@H]2CCCCN)cc(OC)c1OC	.	.	8%	12%	30%	10%[9.22 µM]	.
O=C(N/N=C1\CCCc2ccccc21)c1ccccc1[N+](=O)[O-]	-8%	-1%	-5%	2.0%	-15%[46.1 µM]	3%	-2%
CC(C)CNC(=O)c1c(N)n(/N=C/c2cccnc2)c2nc3ccccc3nc12	.	0%	7%	0.0%	-11%[46.1 µM]	-17%	32%[38.3 µM]
CC(C)Cn1c(Cc2ccccc2)n[nH]c1=S	-8%	0%	0%	1.9%	0%[46.1 µM]	5%	33%[activator][38.3 µM]
Cc1cccc(OCC(O)CN2CCN(CCN3C(=O)c4cccc5cccc(c45)C3=O)CC2)c1C (configuration not stated)	-11%[11.4 µM]	0%	-8%	0.9%	-20%	?	9%
O=C1CCC(C(=O)OCC(=O)c2c[nH]c3ccccc23)=NN1	-6%	-1%	-4%	1.1%	29%	0%	0%
COC(=O)c1cnc(Nc2ccc(Cl)cc2)c([N+](=O)[O-])c1	-13%	.	-8%	2.1%	-28%	5%[9.22 µM]	.
CCCCNC(=S)NNC(=O)c1c(Cl)c(C)nn1C	-4%	0%	-12%	-1.1%	4%	-2%	7%
CCOC(=O)c1sc(=NC(=O)COc2ccccc2)n(C)c1C	4%	2%	8%	-2.2%	1%	0%	-5%
O=C(O)c1cccc(N/N=C/c2ccc(F)c(F)c2)c1	16%	0%	?	-1.6%	-19%	11%	-12%
COc1cccc(Cn2c(=S)[nH]c3ccc(N4CCOCC4)cc3c2=O)c1	-5%[11.4 µM]	-3%	6%	10%	2%[46.1 µM]	-7%	?
Cn1c(SCC(=O)c2ccccc2)nnc1-c1cccnc1	4%	-4%	1%	-1.1%	-4%[46.1 µM]	2%	-10%[38.3 µM]

# (next part)
SMILES	L3MBTL1 inh	KinaseGlo FLuc	CBFb-RUNX1 inh	Epigenetic derep	NPSR antag	HttQ103 aggreg	IMPase Li inh
COc1ccnc(N2CCN(c3cccc(C(F)(F)F)c3)CC2)c1C#N	4%	-4%	4%	-1.0%	-12%[46.1 µM]	6%	?
COc1ccc(NC(=O)c2oc3ccccc3c2NC(=O)c2ccc3c(c2)OCO3)cc1	-9%	-8%	23%	0.0%	-13%[46.1 µM]	-1%	8%
O=[N+]([O-])c1ccc2nc(-c3ccccc3)cc(-c3ccccc3)c2c1	-7%	-3%	14%	-1.5%	-52%	-5%	-2%
CCSC(=O)NC1CCCCC1	6%	.	4%	0.0%	19%	8%[9.22 µM]	.
CC1CCC(C(C)C)C(OCC(O)CN2CCOCC2)C1 (configuration not stated)	.	-5%	2%	-2.9%	-1%[46.1 µM]	-8%	43%[activator][38.3 µM]
N#Cc1ccccc1Oc1ccccc1C=O	4%[11.4 µM]	-1%	0%	3.5%	-15%	25%	-4%
COc1ccc(NC(=O)c2cncc(Br)c2)cc1S(N)(=O)=O	18%	-1%	8%	-3.8%	4%	-6%	-2%
OC1CCCN(Cc2ccccc2)C1 (configuration not stated)	.	1%	-2%	-4.5%	-14%[46.1 µM]	5%[9.22 µM]	-12%[38.3 µM]
Cc1ccc(NC(=S)N(CCN(C)C)C(C)c2cccnc2)c(C)c1 (configuration not stated)	.	0%	4%	-1.3%	2%	-6%	-5%
CCc1cccc(CC)c1NC(=O)CN1C2CCCC1CC(NC(=O)Nc1cccc(OC)c1)C2 (configuration not stated)	-16%	-3%	6%	0.0%	?	5%[9.22 µM]	16%
Cc1nn(C)cc1CN(C)S(=O)(=O)c1cccc([N+](=O)[O-])c1	-6%	-1%	1%	1.2%	11%	0%	11%

# By substructure, those above containing two or more sulfur atoms (4)
SMILES	L3MBTL1 inh	KinaseGlo FLuc	CBFb-RUNX1 inh	Epigenetic derep	NPSR antag	HttQ103 aggreg	IMPase Li inh
CCn1c(N)c(C(=O)NCc2ccco2)sc1=S	-28%	3%	7%	2.3%	-2%[46.1 µM]	7%	19%[38.3 µM]
Cc1cc(C)nc(SCCS(=O)Cc2ccc(Cl)cc2)n1 (configuration not stated)	9%	3%	8%	0.5%	-27%[46.1 µM]	5%	-14%
Cc1nnsc1SCC(=O)O	5%	0%	5%	-1.1%	4%[46.1 µM]	9%	-7%[38.3 µM]
COc1ccc(S(=O)(=O)N2CCOCC2)cc1NC(=O)CSc1ncnc2ccccc12	-6%	4%	-17%	-0.2%	-12%	0%	19%

# A portion of the library; the hit share may differ from the screen's.
